GDH-TPI counter – GDH-TPI coupled enzyme inhibition counter-screen; GDH-TPI coupled enzyme counterscreen, NADH absorbance; inhibition, % at 4.8 µM; 360,000 tested, 1.2% active; AID 588335; in the data active = inhibition above about 30%;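 also: 0% = DMSO wells and 100% = wells lacking the enzyme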
Mtb FBA inh – inhibits M. tuberculosis FBA enzyme; P9WQA3; purified M. tuberculosis FBA, fluorescence read-out; inhibition, % at 1 µM; 360,000 tested, 2.3% active; AID 588726; in the data active = inhibition above about 27%;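 also: 0% = vehicle and 100% = reference inhibitor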
Target sequence (P9WQA3 whole entry, looked up): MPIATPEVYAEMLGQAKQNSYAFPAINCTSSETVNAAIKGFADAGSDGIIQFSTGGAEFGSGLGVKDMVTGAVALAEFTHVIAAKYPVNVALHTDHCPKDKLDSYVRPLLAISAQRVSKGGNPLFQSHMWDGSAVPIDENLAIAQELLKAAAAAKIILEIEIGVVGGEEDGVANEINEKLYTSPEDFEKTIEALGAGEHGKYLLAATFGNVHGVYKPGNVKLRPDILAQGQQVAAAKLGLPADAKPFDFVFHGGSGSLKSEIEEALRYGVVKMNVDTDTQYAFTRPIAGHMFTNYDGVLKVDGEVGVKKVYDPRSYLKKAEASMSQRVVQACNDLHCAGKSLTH
BH1578 lux ind – inducers of Vibrio cholerae quorum light production without autoinducers; activation, % at 18.7 µM; 350,000 tested, 0.16% active; V. cholerae BH1578 lux reporter, luminescence, 6 h; AID 588436; in the data active = activation mostly above about 9.7%, no sharp cut-off; also: not every result past the cut was called active; inactives centre near 0; reference of the scale not given here
PriA SSB inh – K. pneumoniae PriA-SSBct interaction inhibition; AlphaScreen SSBct-PriA binding, biotinylated peptide; inhibition, % at 33 µM; 430,000 tested, 0.6% active; in the data active = inhibition mostly above about 37%, no sharp cut-off; inactive = mostly below about 20%;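 also: plate controls were negative control peptide for no effect and reference peptide for full effect; strong numbers were not always called active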
Rv3671c protease – inhibits the M. tuberculosis serine protease Rv3671c | P9WHR9 | inhibition, % at 5.96 µM | 320,000 tested, 0.048% active | AID 2606; in the data active = inhibition above about 38%;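 also: extracellular domain of Rv3671c used as enzyme; 0% = enzyme with DMSO and 100% = no enzyme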
Target sequence (P9WHR9 whole entry, looked up, the tested form may be a part): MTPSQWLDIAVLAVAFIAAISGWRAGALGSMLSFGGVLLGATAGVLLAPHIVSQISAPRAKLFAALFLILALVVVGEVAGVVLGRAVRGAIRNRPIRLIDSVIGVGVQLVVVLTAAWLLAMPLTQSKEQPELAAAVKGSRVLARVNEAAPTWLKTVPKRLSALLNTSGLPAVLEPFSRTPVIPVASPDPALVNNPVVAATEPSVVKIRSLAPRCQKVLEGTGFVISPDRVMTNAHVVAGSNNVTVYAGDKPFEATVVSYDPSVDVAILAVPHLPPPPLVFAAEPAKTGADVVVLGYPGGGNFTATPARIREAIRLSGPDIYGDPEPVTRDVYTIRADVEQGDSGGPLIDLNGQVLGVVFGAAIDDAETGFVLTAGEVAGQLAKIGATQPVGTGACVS
SARS 3CLpro inh – SARS-CoV 3CLpro protease inhibition; P0C6X7; recombinant SARS-CoV 3CLpro, quenched FRET peptide cleavage; inhibition, % at 6 µM; 290,000 tested, 0.14% active; in the data active = inhibition above about 12%
VHR inh abs – inhibitors of human VHR1 phosphatase (DUSP3) | recombinant VHR phosphatase, pNPP absorbance | inhibition, % at 13.3 µM | 290,000 tested, 0.52% active; in the data active = inhibition above about 50%; also: some compounds called inactive have numbers as strong as hits
Target sequence (P51452 whole entry, looked up): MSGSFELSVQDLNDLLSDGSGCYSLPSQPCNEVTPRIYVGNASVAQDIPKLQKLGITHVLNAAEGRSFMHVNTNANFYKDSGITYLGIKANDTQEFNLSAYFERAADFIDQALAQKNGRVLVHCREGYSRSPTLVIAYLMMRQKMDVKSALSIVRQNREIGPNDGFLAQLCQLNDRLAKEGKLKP
BioA inh – inhibitors of Mycobacterium tuberculosis BioA enzyme. purified M. tuberculosis BioA enzyme, plate reader. inhibition, % at 9.99 µM. 360,000 tested, 0.096% active. AID 602481; in the data active = inhibition above about 40%
UGM FP inh – blocks M. tuberculosis UGM enzyme | inhibition, % at 10 µM | P9WIQ1 | 320,000 tested, 0.06% active | purified UGM, fluorescence polarization probe displacement | AID 504406; in the data active = inhibition above about 10%, passing the limit was not always enough
MazF activator – MazEF (E. coli) toxin RNase activation. P0AE70. FAM/BHQ RNA-DNA oligo cleavage fluorescence, 5 h. activation, % at 20 µM. 350,000 tested, 0.32% active. AID 504720; in the data active = activation above about 50%
Target sequence (P0AE70 whole entry, looked up): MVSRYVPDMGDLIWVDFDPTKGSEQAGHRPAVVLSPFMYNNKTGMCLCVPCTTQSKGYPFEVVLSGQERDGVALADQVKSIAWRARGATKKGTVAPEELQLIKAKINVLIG
* marks the source's active call; other numbers are inactive results; i = inactive; · = not tested or not shown; & = joins results of further samples. Not all compounds are listed; the hit share may differ from the screen's.

SMILES,BH1578 lux ind,Rv3671c protease,Mtb FBA inh,SARS 3CLpro inh,PriA SSB inh,MazF activator,GDH-TPI counter,BioA inh,VHR inh abs,UGM FP inh
COc1ccccc1C(=O)C1CCCN(Cc2ccc(Oc3ncccn3)cc2)C1 (configuration not stated),i,0,25,1,2,6,7,·,-6,-2.1
Cc1cccc(CNc2ncnc3ccc(-c4ccoc4)cc23)c1,0.4,-15,12,·,-6,3,3,-1.4,·,-0.2
COc1cccc(-n2nnc3c(=O)n(CC(=O)NCC4CCCO4)cnc32)c1 (configuration not stated),-0.3,-1,1,-1,-1,6,10,-2.1,16,-1.5
O=S(=O)(c1ccc(-c2ccon2)s1)N1CCCC1,i,-4,5,0,-8,-5,5,·,37,-1.2
CC(Oc1ccccc1)C(=O)Nc1nnc(C2CCCCC2)s1 (configuration not stated),-0.3,0,-5,2,-3,0,-4,·,-4,-0.7
O=C(CCCc1ccccc1)Nc1nncs1,i,-1,-1,-5,-1,-3,0,0.2,22,-2.2
Nc1nc(N)c2nc(-c3ccccc3)c(N)nc2n1,i,13,·,-1,-7,4,33*,0.0,5,·
CCCN1CCN(CCCNC(=O)c2cc3c(=O)[nH]c4ccc(C)cc4c3s2)CC1,i,1,53*,2,5,8,6,·,-8,-4.6
O=C(c1ccc(S(=O)(=O)N2CCCCCC2)cc1)N1CCN(c2ccccc2F)CC1,-0.4,3,-4,-4,-1,2,-9,-0.5,30,0.0
O=C(Nc1ccc(Cl)cc1)C1C2CCCCC21 (configuration not stated),i,-9,0,-3,-6,0,0,3.0,-8,-5.4
COc1cccc(NC(=O)N2CCCC2C(=O)NC23CC4CC(CC(C4)C2)C3)c1 (configuration not stated),i,-3,1,9,-7,6,-2,-0.5,-11,2.8
O=C(Nc1ccc(F)cc1)c1nc[nH]c1C(=O)Nc1ccc([N+](=O)[O-])cc1,2.2,-13,2,1,-1,0,5,·,-6,2.1
Cc1cccc(-n2ncc3c(NNC(=O)c4ccco4)ncnc32)c1,-0.1,-5,3,0,-3,-2,13,1.0,8,0.5
CCOc1ccc(NC(=O)CN(C)C(=O)c2ccccc2SCc2c(C)noc2C)cc1OCC,5.0,2,-1,·,-6,-2,-3,0.6,·,3.4
COc1ccc(-c2cc(C(=O)NN3CCOCC3)c3ccccc3n2)cc1OC,0.1,·,3,0,-11,-1,3,-0.4,8,·
CC(/C=N/Nc1nncc(=O)[nH]1)=C\c1ccccc1,-1.7,10,-2,4,·,6,23,-0.7,35,-4.0
CCOC(=O)[C@@H]1[C@H]2COc3ccccc3[C@H]2N2C(=O)N(c3cccc(C)c3)C(=O)[C@]12C,-0.7,0,5,·,0,4,11,-1.5,·,1.9
COC(=O)C1CCCN1C(=O)c1cccs1 (configuration not stated),i,-5,1,-1,-5,-6,3,-2.7,-11,0.4
Cc1ccc(C)c(SCC(=O)N(C)C2CCS(=O)(=O)C2)c1 (configuration not stated),0.4,1,1,·,-3,-8,0,-0.5,·,2.3
O=c1oc2ccccc2c(Nc2cccc(O)c2)c1[N+](=O)[O-],0.3,10,-1,1,-7,3,4,7.4,-25,-1.5
O=c1[nH]cnc2c1ncn2Cc1ccc([N+](=O)[O-])cc1,-0.6,-9,1,-3,-14,-4,0,-0.4,31,-0.5
NS(=O)(=O)c1ccc(NCc2cnc3ccccc3n2)cc1,1.6,·,1,·,·,3,7,3.4,·,·
O=C(Nc1cccnc1)c1cc2nc(C3CC3)cc(C(F)(F)F)n2n1,-0.7,0,2,-2,-17,0,5,90*,11,-1.1
O=C(NCc1ccc(F)cc1)c1cccnc1C(=O)O,-1.4,0,-2,-4,-15,6,-2,3.8,21,0.8
CCC(C)N(C(=O)Cn1nnc(-c2ccc(F)cc2)n1)C1CCS(=O)(=O)C1 (configuration not stated),-0.5,-1,-1,3,0,-2,-2,0.0,1,-0.6
CC1(C)CC(=O)C(N=Nc2ccc(S(=O)(=O)N3CCCCCC3)cc2)=C(O)C1,i,-8,-6,3,-1,5,12,·,10,1.2
Cc1nnc(NC(=O)C(C)Sc2nnc(-c3ccco3)n2C(C)C)s1 (configuration not stated),i,8,-6,-7,-5,13,16,0.7,12,2.8
Cn1c(C(=O)NCc2cccs2)cc2oc3ccccc3c21,-1.2,-2,3,1,4,7,3,1.0,-11,4.6
O=c1cc(-c2ccccc2)oc2cc(O)c(O)c(O)c12,-0.4,-3,-1,·,-3,3,16,0.4,·,·
COc1ccc(-c2cc(NC=O)c3ncc(-c4cccc(C(=O)NCCN(C)C)c4)n3c2)cc1,i,·,-1,·,·,·,7,3.2,·,·
Cc1cc(C)cc(NC(=O)CSc2nnc(CNC(=O)c3cccs3)o2)c1,-0.4,-1,6,2,-14,0,-6,0.1,20,0.8
C=CCn1c(SCC(=O)N(CC)CC)nc(O)cc1=O,1.4,16,1,-2,-5,1,-4,0.0,1,5.5
NC(=O)C[N+]1(CC#CC(O)(c2ccccc2)c2ccccc2)CCCC1,0.1,7,2,-2,-5,6,-3,·,11,-2.3
COc1ccc(N2CCN(C(CNC(=O)C(=O)NCc3cccnc3)c3ccco3)CC2)cc1 (configuration not stated),i,0,-1,0,0,5,-1,·,6,-1.2
C[C@H]1CN([C@@H](C)CO)C(=O)CCCn2nncc2CO[C@H]1CN(C)S(=O)(=O)c1cccs1,i,·,5,·,·,7,6,-0.8&-3.0,·,·
COc1ccccc1CNCC(c1ccccc1)c1ccccc1,i,8,-1,3,·,·,-15,0.0,28,0.0
COc1ccc(-c2nc(SC(C)C(=O)Nc3ccc(NC(C)=O)cc3)n[nH]2)cc1 (configuration not stated),-1.1,-7,-2,·,7,3,1,0.0,·,-1.0
O=C(CN1CCOCC1)N1CCN(c2nnc(-c3ccccc3)c3ccccc23)CC1,-5.2,1,1,-3,6,-3,6,6.1,10,-3.3
OCCNC(=S)NCc1ccccc1,i,-7,2,2,2,7,7,-0.8,16,3.0
CCOC(=O)CN(c1sc(C)c(C)c1C(=O)OCC)S(=O)(=O)c1ccc(C)cc1,i,·,2,·,·,-3,-1,-1.4,·,·
Cc1ccc(C)c2sc(NC(=O)CN3C(=O)CCC3=O)nc12,0.4,1,-1,5,1&8,-13,10,-0.6,-1,-1.4
O=C(/C=C/c1cccc(F)c1)Nc1nccs1,-0.3,1,-1,2,-12,7,8,0.9,-7,-0.9
COc1ccc(CN(C2CCCC2)S(=O)(=O)c2ccc(-n3cnnn3)cc2)cc1,2.6,-11,0,1,-25,-8,6,1.8,7,-0.1
CC1CC(C)CN(S(=O)(=O)c2ccc(C(=O)Nc3sccc3C(N)=O)cc2)C1 (configuration not stated),-0.3,-26,1,-2,-2,-8,19,-1.6,11,5.1
O=C(Nc1nccs1)C1CCN(S(=O)(=O)c2c(Cl)cccc2Cl)CC1,·,0,-2,-4,-11,4,7,-2.4,5,0.0
COc1ccc(OC)c(S(=O)(=O)NCc2cn3ccsc3n2)c1,-5.7,-6,1,2,-3,-1,9,·,36,0.1
O=C1NC(=S)N/C1=C\c1cccc([N+](=O)[O-])c1,-2.0,-1,0,-3,-4,1,33*,-0.8,24,-1.2
O=[N+]([O-])c1cccc(S(=O)(=O)NCCc2cccs2)c1,-0.2,-1,1,1,0,7,-10,·,12,-1.6
Cc1cc2ccccn2c1C(=O)c1cccc(F)c1,-6.2,-6,3,1,-7,2,11,-3.3,16,1.2
CSc1nnc2c3ccccc3n(CCc3ccccc3)c2n1,-0.3,2,-1,-3,-17,10,19,-2.3,15,-1.0

Additional records follow.
SMILES,BH1578 lux ind,Rv3671c protease,Mtb FBA inh,SARS 3CLpro inh,PriA SSB inh,MazF activator,GDH-TPI counter,BioA inh,VHR inh abs,UGM FP inh
C[C@H]1C[C@H]2[C@@H]3CCC4=CC(=O)C=C[C@]4(C)[C@@]3(Cl)[C@@H](O)C[C@]2(C)[C@@]1(O)C(=O)CO,8.5,7,0,-2,4,8,0,1.0,-3,2.7
CN(C(=O)C1CCN(S(=O)(=O)c2cccs2)CC1)c1ccccc1,-0.4,-2,3,1,-4,8,-9,2.2,19,0.9
CCC(=S)/C=C1\Sc2ccccc2N1CCCS(=O)(=O)O,-0.3,8,-1,2,-10,2,-2,0.3,·,-0.4
CCN(CCNC(=O)C1CCN(S(=O)(=O)c2cccc3nsnc23)CC1)c1ccccc1,i,7,2,-1,0,-1,10,0.5,14,3.6
Cc1csc2ncnc(N3CCN(C(=O)Nc4ccc(OC(F)(F)F)cc4)CC3)c12,-0.6,-10,-2,0,0,0,0,·,12,2.0
CCN(CC)CCn1c(NCc2nc3ccccc3n2Cc2ccccc2)nc2ccccc21,-1.7,-9,1,-3,18,-1,2,·,43,-2.0
COc1ccc2nc(NC(=S)NC(=O)c3ccco3)sc2c1,-0.3,1,-1,-1,5,-4,7,·,32,-0.5
CCCc1nn2c(=O)cc(CSCC(=O)Nc3ccc(C)cc3)nc2s1,-0.6,-4,0,-2,-2,16,6,-8.6,28,2.8
CCn1c(SCC(=O)Nc2cccc(NC(C)=O)c2)nnc1-c1ccco1,-0.2,-5,3,5,-3,12,-3,0.8,-16,-2.0
CCCN(CC(=O)Nc1ccccc1C)C(=O)c1cccc(S(=O)(=O)N2CCc3ccccc3C2)c1,i,-3,0,2,-8,0,0,-0.8,34,-1.2
O=C(N[C@@H](Cc1ccccc1)C(=O)NC1CC1)c1ccc(Cl)cc1,-0.2,3,1,3,-4,1,1,-0.7,2,-1.1
CN1CCN(S(=O)(=O)c2ccc(-c3ccccc3)cc2)CC1,i,-18,0,-2,1,-7,5,-1.2,20,0.3
Cc1cccc(N(C)C(=O)CN(C)S(=O)(=O)c2ccc3c(c2)c(=O)n(C)c(=O)n3C)c1,-0.2,-12,1,1,-4,-2,9,-6.3,6,3.6
CCCCC(=O)N1CCCC(c2nc(-c3cccc(OC)c3)no2)C1 (configuration not stated),-0.9,-10,-3,5,-11,-1,0,1.4,16,0.3
COc1ccc(C(=O)NCC(=O)OCCCOC(=O)CNC(=O)c2ccc(OC)c(OC)c2)cc1OC,i,-1,4,-3,-15,0,12,-0.4,10,-1.5
C[C@]12c3[nH]c4ccc(Cl)cc4c3CCN1C(=O)[C@@H](CC(=O)NCCCn1ccnc1)C[C@@H]2C(=O)N1CCCCC1,-1.9,·,-3,·,1,11,-6,0.0,·,·
COc1ccccc1N(C(=O)c1ccco1)C(C(=O)NC1CCCC1)c1ccc(N2CCOCC2)cc1 (configuration not stated),-0.3,-12,0,-5,7,8,7,1.0,46,5.4
COc1ccc(-c2nnc(C3CCN(S(=O)(=O)c4ccccc4)CC3)o2)cc1,-2.5,3,-4,-5,-3,10,0,-0.3,13,1.8
O=C(OC1CCCCC1=O)c1ccc(F)c(S(=O)(=O)N2CCOCC2)c1 (configuration not stated),-1.4,-2,-2,·,-14,-2,0,-0.1,·,2.8
CCn1nnc(NC(=O)c2ccc([N+](=O)[O-])o2)n1,i,-8,-2,2,-5,3,8,·,12,-1.5
Fc1ccc(N2CCN(Cc3cnc(Cl)s3)CC2)cc1,-0.6,2,5,-6,8,6,-2,1.6,31,0.9

Whole records as entered above. Values in the order: BH1578 lux ind | Rv3671c protease | Mtb FBA inh | SARS 3CLpro inh | PriA SSB inh | MazF activator | GDH-TPI counter | BioA inh | VHR inh abs | UGM FP inh
COc1ccccc1N(C(=O)c1ccco1)C(C(=O)NC1CCCC1)c1ccc(N2CCOCC2)cc1 (configuration not stated) reads -0.3 | -12 | 0 | -5 | 7 | 8 | 7 | 1.0 | 46 | 5.4
Cc1cccc(N(C)C(=O)CN(C)S(=O)(=O)c2ccc3c(c2)c(=O)n(C)c(=O)n3C)c1 reads -0.2 | -12 | 1 | 1 | -4 | -2 | 9 | -6.3 | 6 | 3.6
C[C@]12c3[nH]c4ccc(Cl)cc4c3CCN1C(=O)[C@@H](CC(=O)NCCCn1ccnc1)C[C@@H]2C(=O)N1CCCCC1 reads -1.9 | · | -3 | · | 1 | 11 | -6 | 0.0 | · | ·
Fc1ccc(N2CCN(Cc3cnc(Cl)s3)CC2)cc1 reads -0.6 | 2 | 5 | -6 | 8 | 6 | -2 | 1.6 | 31 | 0.9

Assay outcomes from PubChem BioAssay.
